High-throughput results from PubChem.
HIF-2a inh: HIF-2a reporter inhibitors, primary screen, luminescence, 786-0 RCC cells. 0.72% of 360,000 active. inhibition, % at 18.8 µM. 786-0 RCC cells HIF-2a reporter, luciferase luminescence, overnight. AID 624352, 2012;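 active = inhibition of the luminescence signal of 40% or more relative to plate controls, in a single-dose primary screen at 18.75 µM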
PDI inh: inhibitors of human PDI, primary screen, biochemical, turbidity, single point, plate reader; Protein disulfide-isomerase (Homo sapiens), P07237; PDI insulin aggregation turbidity, A650, 90 min; inhibition, % at 10 µM; 0.052% of 350,000 active; AID 588391, 2011;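 active = mean inhibition across replicates of 30% or more, whatever share of single replicates reach that level; inconclusive = mean inhibition below 30% while every single replicate reaches 30%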;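 note: absorbance from insulin aggregation driven by PDI reduction with DTT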
Target sequence (P07237 whole entry, looked up): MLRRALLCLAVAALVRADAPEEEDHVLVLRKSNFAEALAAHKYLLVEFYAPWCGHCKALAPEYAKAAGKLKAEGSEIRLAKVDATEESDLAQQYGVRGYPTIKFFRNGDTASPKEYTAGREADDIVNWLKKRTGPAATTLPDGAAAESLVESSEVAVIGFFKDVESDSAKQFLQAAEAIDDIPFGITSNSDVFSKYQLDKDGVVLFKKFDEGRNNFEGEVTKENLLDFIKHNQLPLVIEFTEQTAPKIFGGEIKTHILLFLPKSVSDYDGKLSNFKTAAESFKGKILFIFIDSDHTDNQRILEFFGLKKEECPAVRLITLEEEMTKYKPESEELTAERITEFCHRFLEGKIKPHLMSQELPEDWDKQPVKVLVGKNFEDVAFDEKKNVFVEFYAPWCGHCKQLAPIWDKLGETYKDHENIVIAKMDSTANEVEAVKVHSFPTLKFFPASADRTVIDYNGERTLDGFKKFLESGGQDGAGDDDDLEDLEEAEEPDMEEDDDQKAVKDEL
TRPM1 prom inh: inhibitors of MITF-dependent TRPM1 promoter reporter, primary screen, cell-based, SK-MEL-5, single point, luciferase. inhibition, % at 12.5 µM. AID 488899, 2010. SK-MEL-5 TRPM1 promoter luciferase, 24 h. 0.83% of 330,000 active;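 active = mean inhibition across replicates of 60% or more, whatever share of single replicates reaches that level; inconclusive = some that reach 60%, reason not given; inactive = mean inhibition across replicates below 60%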; note: values of inactives mirror those of a sister screen read the other way
CaV13 FRET inh: Disruptors of the CACNA1D IQ motif to Ca2+-dependent inactivation inhibitor domain association, primary screening, Förster resonance energy transfer in intact living …. inhibition, % at 12.3 µM. AID 743397. HEK cells, CFP/YFP FRET ICDI-IQ, plate reader, 10 min; percent FRET-ratio fall versus neutral wells. 0.098% of 340,000 active;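 active = mean replicate inhibition of at least 30% and at least 1% of replicates passing that level; inconclusive = only one of the two criteria is met; inactive = neither criterion is met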;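 note: 0% = median of the neutral control wells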
Peg3 prom inh: Peg3 promoter-driven luciferase inhibitors, primary screen, cell-based, HeLa, luciferase luminescence; inhibition, % at 20 µM; 1.7% of 360,000 active; HeLa PEG-Prom luciferase reporter, overnight;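 active = inhibition of at least 50% at 20 µM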
CF NFkB block: inhibitors of PAF-induced NF-kB signaling, primary screen, cell-based, GFP fluorescence, uHTS | KKLEB NF-kB-GFP reporter, GFP fluorescence overnight | inhibition, % at 5 µM | 0.86% of 360,000 active;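 active = at least 50% inhibition at 5 µM, scaled per plate between neutral and stimulator controls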;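 note: PAF is a Pseudomonas aeruginosa culture filtrate used as stimulus; plate controls were PAF-stimulated DMSO wells for no effect and unstimulated DMSO wells for full effect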
KKLEB cytotox: cytotoxicity in KKLEB CF airway cells, primary screen, cytotoxicity control for CF NF-kB inhibitor project, cell-based, uHTS, fluorescence assay plates | KKLEB CF airway cells viability, ATPlite luminescence, overnight; active compounds read low; cells stimulated with P. aeruginosa culture filtrate | activity change (cytotoxicity), % at 5 µM | 0.36% of 360,000 active | AID 602141, 2011;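 active = corrected activity change at or below -50% at 5 µM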
Shn3 3UTR inh: reduction of Shn3 3'UTR firefly luciferase signal, primary screen, Schnurri-3 inhibitor project, cell-based, Clone20 osteoblasts, set 2. Clone20 osteoblast Shn3 3'UTR firefly luciferase, 24 h. inhibition, % at 12.5 µM. 0.52% of 360,000 active. AID 588674, 2011;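 active = mean inhibition of at least 75% with every replicate also reaching 75%; inconclusive = mean inhibition at least 75% but some replicate below; inactive = mean inhibition below 75%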;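 note: 0% = median of neutral control wells and 100% = pilot-screen positive control compound; some compounds past the cut are filed as inactive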
NR2E3 ag-1: NR2E3 agonists in two-hybrid cells, primary screen, cell-based, luminescence, CHO-S, Gal4-NCOR/VP16-NR2E3. Photoreceptor-specific nuclear receptor (Homo sapiens), Q9Y5X4. luciferase. inhibition of corepressor binding, % at 3.98 µM. 0.35% of 360,000 active. AID 602229, 2012;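 active = inhibition above the mean of all tested compounds plus 3 SD, cut at about 70% in these data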;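 note: 0% = DMSO with NR2E3 transfected cells and 100% = cells lacking NR2E3 construct; higher means lower luciferase signal from less NR2E3 corepressor binding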
Target sequence (Q9Y5X4 whole entry, looked up, the tested form may be a part): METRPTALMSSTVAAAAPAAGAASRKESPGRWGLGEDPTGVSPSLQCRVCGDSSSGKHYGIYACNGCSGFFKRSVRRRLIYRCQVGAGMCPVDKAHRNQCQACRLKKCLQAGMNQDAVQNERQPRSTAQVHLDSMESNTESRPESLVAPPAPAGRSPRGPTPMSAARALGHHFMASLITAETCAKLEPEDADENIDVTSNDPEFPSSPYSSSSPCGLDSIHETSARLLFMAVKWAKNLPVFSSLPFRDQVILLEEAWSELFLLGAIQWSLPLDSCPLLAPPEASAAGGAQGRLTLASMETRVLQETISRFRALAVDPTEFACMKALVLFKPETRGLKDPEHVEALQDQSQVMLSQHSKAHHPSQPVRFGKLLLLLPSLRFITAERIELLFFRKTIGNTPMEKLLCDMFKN
NR2E3 ag-2: inhibitors of NR2E3-RetCOR corepressor binding, primary screen, NR2E3 agonist project, biochemical, TR-FRET, GST-NR2E3, biotin-RetCOR; 1536-well; AID 2300, 2010; inhibition of corepressor binding, % at 4.78 µM; 0.12% of 320,000 active; Photoreceptor-specific nuclear receptor (Homo sapiens), Q9Y5X4;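 active = percent inhibition above the cutoff of mean plus 3 SD of all tested compounds, set per screening campaign, cut at about 20% in these data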;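 note: 0% = DMSO wells and 100% = biotin wells as full block of FRET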
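System: GST-tagged NR2E3 plus biotinylated RetCOR corepressor; Amount: 1.35 nM GST-tagged NR2E3 final; Dosing: single nominal compound dose of 4.8 µM; Schedule: 5 h incubation at 4 °C; Technique: TR-FRET with europium anti-GST and streptavidin-D2, 340 nm excitation; Controls: biotin wells as high control, 0.6% DMSO wells as low control.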
Vif inh: HIV Vif self-association inhibitors, primary screen, imaging, HEK293T, single point; 0.35% of 340,000 active; inhibition, % at 7.49 µM; HEK293T cells, Vif self-association by quenched fluorescence, 24 h; in the data active = inhibition above about 50%, passing the limit was not always enough; inconclusive = no clear call, values can overlap the other calls; inactive = below about 31%; note: some results filed as inactive read as strong as hits
An asterisk follows results filed as active; ? = inconclusive; / = not tested or not shown; & = joins results of further samples. An unsorted share of the library. About 3.3% of those tested had a hit in this group.

SMILES	HIF-2a inh	PDI inh	TRPM1 prom inh	CaV13 FRET inh	Peg3 prom inh	CF NFkB block	KKLEB cytotox	Shn3 3UTR inh	NR2E3 ag-1	NR2E3 ag-2	Vif inh
COc1ccccc1-c1cc2nc(NCCc3ccncc3)ccn2n1	-27	9	/	-6	-29	-22	18	-7	30	/	-8
CN1C(=S)SC(/[N+]([O-])=C\c2ccccc2F)C1(C)C (configuration not stated)	8	-1	4	3	8	-6	-4	0	7	1	-5
COc1ccc(/C(=N\O)c2nccc3cc(OC)c(OC)cc23)cc1OC	13	0	0	-6	10	-14	-21	-7	-6	1	-6
COc1ccccc1CNC(=O)C1CCN(C(=O)c2sccc2-n2cccc2)CC1	10	-5	0	-4	-2	-2	17	11	5	1	5
Cc1csc(NC(=O)c2ccc(Cn3nc(C)c(Br)c3C)o2)n1	-23	10	11	-2	-2	2	1	61	78*	-2	-19
O=S(=O)(NCCOCC(F)(F)C(F)F)c1ccc2oc3ccccc3c2c1	14	-4	2	-5	12	15	2	20	39	1	-10
Cn1c(CN2CCCC2)nc2cc(NC(=O)c3ccco3)ccc21	-176	11	-37	/	-124	-9	3	-37	-37	4	2
CCCCNc1c(-c2ccc(-c3cccc(Cl)c3)cc2)nc2ccccn12	-322	12	-80	-6&-15	-272	-8	-3	-33	-102&-68	1	-1
COc1ccc(C(=O)Oc2ccc(Br)cc2C(=S)N2CCOCC2)cc1	1	-8	-5	-7	16	-14	7	-1	-42	2	5
CCOc1ccc(OCCC(=O)N(CC)CC(=O)Nc2c(F)cccc2F)cc1	4	8	-6	-13	-7	3	-7	0	12	3	3
COc1cc2[nH]c(=S)n(C3CCN(Cc4ccccc4)CC3)c(=O)c2cc1OC	15	4	-1	6	20	11	6	-3	-19	3	-2
NS(=O)(=O)c1ccc(NC(=S)NCCc2ccccc2)cc1	-40	-2	42	3	-24	4	6	-16	-11	3	2
COc1ccc(-n2cc(-c3ccc(C)cc3)[n+]3c2SCC3)cc1	10	-3	71*	-5	14	-12	8	79	-7	-2	4
Cc1nonc1NC(=O)CSc1nnc(N)s1	9	3	-16	-6	5	12	-4	5	-19	4	-5
O=C(CCCc1ccccc1)Nc1ccc(S(=O)(=O)N2CCOCC2)cc1	-13	1	-15	-16	-1	10	-2	2	1	2	-7
Cc1nc(-c2ccc(Cl)cc2)sc1C(=O)CBr	-47	-5	14	-4	-4	12	-11	-12	-60	-3	?
COc1ccc(NC(=O)C2CCCO2)cc1 (configuration not stated)	-24	0	-7	-1	-14	-8	-2	8	-13	1	3
COc1ccc(OCCCC(=O)Nc2nc(-c3ccccn3)cs2)cc1	-16	1	11	-1	13	-4	6	34	-15	-4	-9
CC(=O)c1ccc(S(=O)(=O)N2CCC(c3nc4ccccc4[nH]3)CC2)cc1	12	-11	-1	-4	12	-10	-2	3	6	4	7
Cc1c(NS(=O)(=O)c2ccc3c(c2)CCN3C(=O)C2CC2)c(=O)n(-c2ccccc2)n1C	8	6	11	-4	-3	3	7	4	-2	2	-14
CN(CCOc1ccccc1)C(=O)C1CCC(=O)N(CCCN2CCOCC2)C1 (configuration not stated)	17	-2	1	-6	-6	13	4	12	-6	0	-2
COc1cc(C(=O)NCc2ccccc2Cl)ccc1OCC(=O)N1CCOCC1	-2	18	6	-13	-10	6	6	13	20	/	-12
CCc1noc(C)c1C(=O)N(C)CC(=O)Nc1ccc(Cl)c(Cl)c1	-8	-9	2	-6	0	-11	1	1	19	5	-6
CC1CCN(CC(O)CN2c3ccccc3Sc3ccccc32)CC1 (configuration not stated)	8	18	-17	/	10	8	-10	-13	7	3	11
Cc1ccc(-n2nc(C)c3c(C(=O)OCC(=O)N(C)C4CCS(=O)(=O)C4)cc(-c4ccccc4)nc32)cc1 (configuration not stated)	-8	7	-4	-6	12	-32	-8	-21	27	7	-1
COc1ccc(-c2ccc(S(=O)(=O)n3nc(OC(=O)c4cccs4)cc3N)cc2)cc1	9	10	6	0	13	-9	7	-19	6	0	5
Cc1ccc(S(=O)(=O)N(C)c2ccc(OC(=O)c3ccc(=O)[nH]c3)cc2)cc1	13	-9	9	-6	12	14	5	15	6	1	2
CC(=O)Nc1ccc(SCC(=O)NCC2(N3CCCCC3)CCCCC2)cc1	-4	-3	0	-5	1	21	-2	7	-3	/	0
COc1cccc(CN(C)C(=O)c2cccc(S(=O)(=O)N3CCN(c4ccccc4)CC3)c2)c1	11	-10	/	-7	26	-19	-2	85*	44	/	/
Cc1cccc(N2CCN(C(=O)/C=C/c3ccco3)CC2)c1C	-34	1	-4	-3	-25	-12	-1	-16	-23	-3	1

Limited to PDI inh, CF NFkB block and NR2E3 ag-2, for 2 of the compounds above:
SMILES	PDI inh	CF NFkB block	NR2E3 ag-2
O=C(CCCc1ccccc1)Nc1ccc(S(=O)(=O)N2CCOCC2)cc1	1	10	2
CCc1noc(C)c1C(=O)N(C)CC(=O)Nc1ccc(Cl)c(Cl)c1	-9	-11	5

The listing continues:
SMILES	HIF-2a inh	PDI inh	TRPM1 prom inh	CaV13 FRET inh	Peg3 prom inh	CF NFkB block	KKLEB cytotox	Shn3 3UTR inh	NR2E3 ag-1	NR2E3 ag-2	Vif inh
Nc1ccccc1O	-42	/	45	/	-47	53*	-3	8	-23	-3	-8
COc1ccc(/C=C/C(=O)Nc2ccc3c(c2)OCCO3)cc1OC	-68	1	10	-9	-70	17	14	-29	-22	-3	-3
COc1ccccc1C(=O)N(C)c1nnc(-c2ccccc2)s1	-271	7	-62	-6	-244	-2	-2	-100	-62	3	-6
CCOC(=O)c1sc2nc(C)[nH]c(=O)c2c1C	-9	-8	-18	-6	-26	-7	17	8	-10	-1	-2
O=C(NCc1ccc2[nH]c3c(c2c1)CCCC3)c1ccc(S(=O)(=O)N2CCCC2)cc1	-11	/	22	-6	-5	25	9	14	3	1	-7
COc1ccc(S(=O)(=O)c2ccc(OC)cc2)cc1	9	1	8	-4	8	-10	4	9	-20	0	-3
CC1CC(NC(=O)CC#N)CC(C)(C)C1 (configuration not stated)	11	6	16	-5	0	-1	-9	1	-38	1	-2
O=C(Nc1c(C(=O)Nc2ccccc2)cnn1-c1ccccc1)c1ccco1	-7	-7	12	-7	7	-8	0	29	2	4	-4
CC(NS(=O)(=O)c1ccccc1Cl)C1CC2CCC1C2 (configuration not stated)	-1	3	-12	-5	9	12	-5	9	-33	-1	-1
CC(Oc1ccccc1)C(=O)N=C1SC2CS(=O)(=O)CC2N1c1ccccc1 (configuration not stated)	10	0	4	-7	-11	-8	-10	9	2	0	4

Continued, starting with the last two of the part before.
SMILES	HIF-2a inh	PDI inh	TRPM1 prom inh	CaV13 FRET inh	Peg3 prom inh	CF NFkB block	KKLEB cytotox	Shn3 3UTR inh	NR2E3 ag-1	NR2E3 ag-2	Vif inh
CC(NS(=O)(=O)c1ccccc1Cl)C1CC2CCC1C2 (configuration not stated)	-1	3	-12	-5	9	12	-5	9	-33	-1	-1
CC(Oc1ccccc1)C(=O)N=C1SC2CS(=O)(=O)CC2N1c1ccccc1 (configuration not stated)	10	0	4	-7	-11	-8	-10	9	2	0	4
CCO[C@@H]1OC(C(=O)Nc2ccccc2)=C[C@H](c2csc3ccccc23)[C@H]1CCCO	24	-2	-4	-3	23	15	-2	13	-11	4	6
CCCCNc1cc(C)oc(=O)c1C(C)=O	8	-6	-7	-6	12	-4	0	-20	10	4	-4
Cc1ccc(C(=O)Nc2ccc3c(c2)OCCO3)o1	-130	2	-6	-8	-123	-2	-12	-62	-118	1	-7
Cc1ccc(S(=O)(=O)N(C)CC(=O)Nc2cccc(C)n2)cc1	10	3	3	-5	15	5	-1	-4	-14	-2	/
CC(=O)Nc1ccc(NC(=O)C(C)OC(=O)C23CC4CC(CC(Cl)(C4)C2)C3)cc1 (configuration not stated)	21	13	7	-10	9	9	-12	-15	-11	/	-5
S=c1nc(-c2cc(Cl)ccc2Cl)[nH][nH]1	9	-15	-7	-5	2	-8	17	-5	3	5	3
O=C(Nc1cc(C(F)(F)F)ccc1N1CCOCC1)c1ccc(Br)o1	16	1	-4	/	13	22	-14	5	5	0	-11
CC(C)(C)S(=O)(=O)N1C[C@H]2C(=CC[C@@H]3C(=O)N(c4ccccc4)C(=O)[C@@H]32)[C@H]1CCO	11	-1	6	-9	-1	14	9	-3	-7	/	/
Cc1cc(C)n(CCN(C)Cc2nc(Cc3ccccc3F)no2)n1	4	4	-14	7	-11	1	2	-6	-5	3	-2
O=C(O)CCc1ccc(-c2ccccc2)n1CC(=O)O	7	3	8	/	8	-25	6	6	-11	1	-32
COc1cccc(C2OC(=O)c3ccccc3N2C(C)=O)c1OC(C)=O (configuration not stated)	5	-4	11	/	-3	11	-12	-4	8	2	4
O=C(NCC1CCN(S(=O)(=O)c2ccccc2)CC1)Nc1ccc(F)cc1	25	-9	14	-4	17	11	-7	24	-27	-1	-5

Look-ups from above.
Shn3 3UTR inh result of CC(C)(C)S(=O)(=O)N1C[C@H]2C(=CC[C@@H]3C(=O)N(c4ccccc4)C(=O)[C@@H]32)[C@H]1CCO stands at -3
PDI inh result of O=C(Nc1cc(C(F)(F)F)ccc1N1CCOCC1)c1ccc(Br)o1 stands at 1
Shn3 3UTR inh result of CC(=O)Nc1ccc(NC(=O)C(C)OC(=O)C23CC4CC(CC(Cl)(C4)C2)C3)cc1 (configuration not stated) stands at -15

Single records, as listed above. Screens in order: HIF-2a inh	PDI inh	TRPM1 prom inh	CaV13 FRET inh	Peg3 prom inh	CF NFkB block	KKLEB cytotox	Shn3 3UTR inh	NR2E3 ag-1	NR2E3 ag-2	Vif inh
Record of CCO[C@@H]1OC(C(=O)Nc2ccccc2)=C[C@H](c2csc3ccccc23)[C@H]1CCCO = 24	-2	-4	-3	23	15	-2	13	-11	4	6
Record of S=c1nc(-c2cc(Cl)ccc2Cl)[nH][nH]1 = 9	-15	-7	-5	2	-8	17	-5	3	5	3
Record of Cc1ccc(S(=O)(=O)N(C)CC(=O)Nc2cccc(C)n2)cc1 = 10	3	3	-5	15	5	-1	-4	-14	-2	/
